PGC1a acetyl inh – inhibitors of PGC1a acetylation signal, primary screen, cell-based, U2OS, AlphaScreen, inhibitor mode. AlphaScreen anti-acetyl-lysine; with virally co-expressed GCN5 acetyltransferase. inhibition, % at 15.6 µM. hit rate 0.17% among 350,000;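 active means every replicate shows inhibition of at least 40%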;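 further: 0% = neutral control wells and 100% = positive control wells; some results beyond the cut were filed as inactive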
FN deposit inh – inhibitors of fibronectin matrix deposition, primary screen, AH1F cells, Alexa488-fibronectin fluorescence, plate reader; inhibition, % at 12.6 µM; hit rate 0.086% among 350,000; AH1F fibroblasts, overnight;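 active means mean inhibition across replicates of 30% or more, regardless of how many single replicates reach that level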;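 further: positive control wells lacked labelled fibronectin entirely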
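Test system: AH1F fibroblast monolayer depositing Alexa488-labelled fibronectin into matrix. Input: 10000 cells per well. Technique: fluorescence, ex 485 nm, em 525 nm. Buffer or medium: DMEM plus 2% serum, read in PBS. Timing: 1 h cell adhesion before compound, then overnight fibronectin incubation. Compound: single dose, pinned. Read-out basis: inhibition from reduced deposited-fibronectin fluorescence.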
EWS-Fli inh – EWS/Fli-driven NR0B1 reporter inhibitors, primary screen, A673 cells, NR0B1 luciferase, luminescence, MLPCN library; viability-normalised; inhibition, % at 12.6 µM; hit rate 0.67% among 350,000;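 active means mean inhibition of at least 50% after viability correction, with every replicate also passing that limit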;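 further: firefly luciferase signal divided by Alamar Blue viability fluorescence both relative to DMSO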
PAX8 inh HTS – inhibitors of PAX8-driven TPO luciferase reporter, primary screen, RMG-I cells, single concentration; SteadyGlo, 24 h; inhibition, % at 12.6 µM; hit rate 1.2% among 360,000;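 active means mean replicate inhibition at least 60% with every replicate also reaching 60%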;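 further: luciferase light reporting Pax8 driven TPO promoter activity; plate controls were median of neutral control wells for no effect and mitoxantrone controls for full effect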
LGR2 inh – inhibitors of bursicon-induced LGR2 CRE-luciferase signal, primary screen, cell-based, HEK293, CRE-luciferase reporter, bursicon stimulation; Drosophila bursicon receptor LGR2 (rickets); bursicon-stimulated, 4 h; inhibition, % at 9.99 µM; hit rate 0.35% among 380,000;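 active means drop in luminescence signal, shown as inhibition above about 50% in the replicate tests, limit read from the data, passing the limit was not always enough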;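 further: agonist challenge used bursicon conditioned medium at about half maximal strength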
CASP6 VEID inh – human caspase-6 inhibitors, primary screen, biochemical, VEID-R110 fluorescence, single point, set 2; P55212; purified caspase-6, Z-VEID-R110 cleavage fluorescence; inhibition, % at 12.5 µM; hit rate 0.53% among 350,000; AID 686996, 2013;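 active means mean inhibition across replicates at least about 35%, with every replicate also reaching that limit, limit read from the data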;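 further: 0% = median of neutral control wells and 100% = no fluorescence left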
Target sequence (P55212 24-179 limits assumed): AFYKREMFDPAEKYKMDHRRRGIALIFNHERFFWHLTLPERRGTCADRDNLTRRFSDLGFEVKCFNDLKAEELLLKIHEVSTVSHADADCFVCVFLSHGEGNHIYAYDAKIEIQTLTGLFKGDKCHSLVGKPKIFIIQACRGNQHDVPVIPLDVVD
Target sequence (P55212 194-293 limits assumed): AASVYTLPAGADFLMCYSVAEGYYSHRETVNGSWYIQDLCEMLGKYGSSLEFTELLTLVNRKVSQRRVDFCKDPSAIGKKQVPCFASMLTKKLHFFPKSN
Cneo AK release – Cryptococcus neoformans cell lysis inducers, primary screen, AK release luminescence, single concentration | C. neoformans lysis, adenylate kinase release luminescence, 4 h; normalised: neutral wells 0, clomiphene wells 100 | lysis activity, % at 15 µM | hit rate 0.2% among 360,000 | AID 651654, 2012;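 active means mean lysis activity across replicates of at least 80%, whatever share of replicates individually reach that level; inactive means mean lysis activity below 80%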
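Assay system: log-phase C. neoformans yeast / Quantity: yeast cell density of 5 × 10^6 cells/mL / Medium: fresh YPD growth medium / Compound: single dose / Timing: static 4 h at 37 °C with compound, 1 h detection / Measured by: adenylate kinase release luminescence / Read-out: lysis from increased AK signal / Benchmarks: Clomiphene as positive lysis control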
miR-122 sensor – miR-122 Renilla sensor signal increase in Huh7, primary screen, miR-122 inhibitor project, cell-based, single point, plate reader; activation (reporter increase), % at 12.5 µM; Huh7 miR-122 Renilla luciferase sensor, 48 h; neutral wells = 0, positive control = 100; hit rate 0.3% among 340,000;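 active means mean replicate activation score at least 90 and every replicate individually at or above 90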;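 further: higher luciferase means less miR-122 activity so hits act as miR-122 inhibitors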
An asterisk follows results filed as active; nt = not tested or not shown; & = joins results of further samples; [ ] = another dose, or the depositor's remark.

#1 Cc1ccc(C(=O)NCCc2nnc3ccc(SCC(=O)N4CCCCC4)nn23)cc1
#2 CC(C)NC(=O)Nc1ccc2c(c1)C(=O)N([C@@H](C)CO)C[C@@H](C)[C@H](CN(C)C(=O)Cc1ccccc1)OCCCC[C@@H](C)O2
#3 COc1ccc(S(=O)(=O)N(C)C[C@@H]2Oc3c(NS(=O)(=O)c4ccc(F)cc4)cccc3C(=O)N([C@H](C)CO)C[C@@H]2C)cc1
#4 O=C(NC(CO)C(O)c1ccc([N+](=O)[O-])cc1)C(Cl)Cl (configuration not stated)
#5 CCCNC(=O)Nc1ccc2c(c1)C(=O)N(C)C[C@H](OC)[C@@H](C)CN(S(C)(=O)=O)[C@@H](C)CO2
#6 O=C(Nc1nccs1)c1cc2cc(Cl)ccc2oc1=O
#7 CC1CN(S(=O)(=O)c2ccc(Cl)c(C(F)(F)F)c2)CC(C)O1 (configuration not stated)
#8 CC(C)NC(=O)c1ccc(CONC(=O)OCc2ccccc2)cc1

Assay by compound	1	2	3	4	5	6	7	8
PGC1a acetyl inh	9	-1	4	-3	0	8	-3	-31
FN deposit inh	nt	-10	nt	2	-9	6	nt	9
EWS-Fli inh	nt	nt	-7	2	-20	-5	8	-5
PAX8 inh HTS	4	-3	-4	-7	nt	1	nt	9
LGR2 inh	-2	11	3	-10	-5	-11	8	12
CASP6 VEID inh	-2	3	nt	nt	0	-1	2	-3
Cneo AK release	0	95*	0	0	nt	2	nt	-5
miR-122 sensor	-5	-13[16.7 µM]	-1[16.7 µM]	0	nt	0	-3	-4

#9 Cc1c(Cl)cccc1NC(=S)NCCCN(C)C
#10 CC(=O)c1cc(-c2ccccc2)n(CC(=O)N2CCC(C)CC2)c1C
#11 C[C@@H]1CN([C@@H](C)CO)C(=O)c2cccc(NC(=O)C3CC3)c2O[C@@H]1CN(C)S(=O)(=O)c1ccc(Cl)cc1
#12 COc1cccc(C(NC(C)=O)c2nc(-c3ccccc3OC)cs2)c1 (configuration not stated)
#13 CCOc1ccc2[nH]c(C(=O)N/N=C/c3cccc(OC)c3OC)cc2c1
#14 CC(=O)c1cc(CN2CCN(Cc3ccc(C)cc3)C(CCO)C2)cs1 (configuration not stated)
#15 COc1ccc(C)cc1NC(=O)CNC(c1ccccc1)c1ccccc1
#16 O=C(Nc1ccc(F)cc1)N[C@H]1CC[C@@H](CCNC(=O)c2cc(Cl)cc(Cl)c2)O[C@H]1CO

Assay by compound	9	10	11	12	13	14	15	16
PGC1a acetyl inh	-6	-1	12	-1	5	nt	-7	-8
FN deposit inh	-9	nt	nt	-4	13	0	-1	nt
EWS-Fli inh	3	10	0	6	-3	-6	14	7
PAX8 inh HTS	-11	nt	nt	13	1	-7	9	-3
LGR2 inh	20	nt	-3	-6	-3	-3	-2	-9
CASP6 VEID inh	-18	1	-1	5	-8	1	0	2
Cneo AK release	11	-1	8	0	3	nt	-5	-2
miR-122 sensor	-5	-7	-2[16.7 µM]	-3	5	nt	9	nt

Ordered by value in CASP6 VEID inh (low to high): some entries from above
| # | canonical_smiles | CASP6 VEID inh |
| --- | --- | --- |
| 15 | COc1ccc(C)cc1NC(=O)CNC(c1ccccc1)c1ccccc1 | 0 |
| 14 | CC(=O)c1cc(CN2CCN(Cc3ccc(C)cc3)C(CCO)C2)cs1 (configuration not stated) | 1 |
| 16 | O=C(Nc1ccc(F)cc1)N[C@H]1CC[C@@H](CCNC(=O)c2cc(Cl)cc(Cl)c2)O[C@H]1CO | 2 |

More entries follow:
#17 C[N+]1(C2CCC3CCC2C3O)CCCC1 (configuration not stated)
#18 C/C=C/c1ccc(C2[C@@H]3CN(S(=O)(=O)c4ccccc4C)C[C@H]2N3)cc1 (some centres not stated)
#19 C[C@@H]1CCCCO[C@H](CN(C)Cc2ccccc2)[C@H](C)CN([C@@H](C)CO)C(=O)c2cc(NS(=O)(=O)c3cccs3)ccc2O1
#20 O=C([C@@H]1[C@@H](CO)[C@@H]2Cn3c(ccc(-c4ccccc4)c3=O)[C@H]1N2CCC(F)(F)F)N1CCOCC1
#21 COc1ccc(N2CCN(C(=O)CCCOc3cc(=O)n(C)c4ccccc34)CC2)cc1
#22 O=C1C=C(c2ccccc2Oc2ccccc2)C[C@@H](c2ccc3c(c2)OCO3)C1
#23 CC(=O)c1sc(NC(=O)CCCOc2ccccc2C)nc1C
#24 CC(C)NC(=O)N(C)C[C@H]1Oc2ncc(C#CC3CC3)cc2C(=O)N([C@@H](C)CO)C[C@H]1C

Assay by compound	17	18	19	20	21	22	23	24
PGC1a acetyl inh	7	2&-2	3	1	0	nt	nt	-6
FN deposit inh	4	-6&-1	-8	nt	10	-10	-5	2
EWS-Fli inh	-8	-6&2	-10	2	nt	6	10	0
PAX8 inh HTS	29	2&2	-20	1	2	-19	-14	-6
LGR2 inh	9	-19&-7	-15	8	nt	14	24	5
CASP6 VEID inh	-9	-1	0	-5	nt	0	1	2
Cneo AK release	2	nt	86*	0	0	1	nt	38
miR-122 sensor	-2	nt	22[16.7 µM]	-2[16.7 µM]	3	5	nt	3[16.7 µM]

#25 CN(C)/C=N/S(=O)(=O)c1ccc(Cl)c(Cl)c1
#26 O=c1[nH]c(CSc2ncc(C(F)(F)F)cc2Cl)nc2cc(C(F)(F)F)ccc12
#27 O=C(c1ccc(Cl)cc1)C1CCN(C(=O)c2ccc(F)cc2)CC1
#28 Cc1ccc(S(=O)(=O)NNC2CC(=O)N(c3ccc(Br)cc3)C2=O)cc1 (configuration not stated)
#29 CCCCNC(=O)C1C(c2ccc(C(F)(F)F)cc2)=Nc2ccccc2N1C(=O)c1ccc2nc(C)[nH]c2c1 (configuration not stated)
#30 CC(=O)N1[C@@H]2Cn3c(ccc(C4=CCCC4)c3=O)[C@H]1[C@@H](C(=O)NC1CCCC1)[C@@H]2CO
#31 CNC(=O)c1cc(C(=O)c2ccc(F)cc2C(F)(F)F)c[nH]1
#32 Cc1nc(SCc2nc3ccc(Br)cc3[nH]2)c2oc3ccccc3c2n1

Assay by compound	25	26	27	28	29	30	31	32
PGC1a acetyl inh	2	-10	18	nt	nt	-6	2	6
FN deposit inh	15	-7	-7	-17	3	nt	-1	1
EWS-Fli inh	-4	13	9	1	-48	-2	14	0
PAX8 inh HTS	8	30	34	5	-30	nt	4	31
LGR2 inh	5	0	0	7	-40	-9	2	-11
CASP6 VEID inh	-3	0	1	-1	40*	-2	-1	-1
Cneo AK release	nt	-2	-11	nt	nt	nt	0	2
miR-122 sensor	-2	18	11	nt	nt	nt	4	9

#33 CN(C)C(=O)c1cccc(-c2ccc3c(c2)[C@H]2[C@H](CCN2C(=O)Cc2ccccc2)[C@@H](CO)N3)c1
#34 O=C(COc1ccccc1)Nc1c(C(=O)N2CCC(N3CCCCC3)CC2)oc2ccccc12
#35 C[C@@H]1CN([C@@H](C)CO)C(=O)c2cc(C3=CCCC3)cnc2O[C@H]1CN(C)C
#36 Cc1ccc(S(=O)(=O)N2CCN(C(=O)COC(=O)COc3ccccc3C(C)C)CC2)c(C)c1
#37 C[C@@H]1CN([C@@H](C)CO)C(=O)c2cc(C#Cc3ccccc3)cnc2O[C@@H]1CN(C)C(=O)c1ccccn1
#38 Cc1ccc(N2C(=O)Nc3cc(Cl)c(Cl)cc3N2O)cc1Cl
#39 Cn1c2ccccc2c(=O)c2c(=O)n(-c3ccc(F)cc3)c(C3CCCCC3)nc21
#40 CC(C)C[C@H](NC(=O)c1nc[nH]c1C(=O)NCc1ccccc1)C(=O)OCc1ccccc1

Assay by compound	33	34	35	36	37	38	39	40
PGC1a acetyl inh	-11	4	15	nt	3	-10	-10	0
FN deposit inh	-3	0	6	-3	nt	-1	4	2
EWS-Fli inh	1	nt	-6	-9	-15	8	15	1
PAX8 inh HTS	18	-1	nt	-17	-11	3	-34	-10
LGR2 inh	7	1	3	7	6	-2	-4	-8
CASP6 VEID inh	-2	-16	-3	3	8	0	2	nt
Cneo AK release	0	-1	-9	-1	-4	nt	nt	-1
miR-122 sensor	-3[16.7 µM]	-13	-3[16.7 µM]	nt	-2[16.7 µM]	nt	nt	-3

#41 CCCCNC(=O)C[C@H]1C[C@@]2(C(=O)OC)C(=C[C@H](C3CCCC3)O[C@@H]2C)N(Cc2ccccc2)C1=O
#42 O=C(Nc1ccccc1N1CCCCC1)c1ccc(-c2cc(Cl)ccc2Cl)o1
#43 O=C(c1ccccc1)N1CC[C@@H]2[C@@H](CO)Nc3ccc(C#Cc4ccccc4F)cc3[C@@H]21
#44 O=C(Nc1cc(F)ccc1F)N1CC(=O)N2[C@@H](CO)[C@@H](c3ccc(C#CC4CCCC4)cc3)[C@@H]2C1
#45 O=C(NC1CC1)C1CCN(C(=O)c2ccc(Cl)cc2Cl)CC1
#46 CCOc1ccc(S(=O)(=O)N2CCCCC2)cc1NC(=O)Cc1ccc(OC)cc1
#47 C[C@@H]1CN([C@@H](C)CO)C(=O)c2cc(NC(=O)CCC(F)(F)F)ccc2O[C@H]1CN(C)C(=O)Nc1ccc2c(c1)OCO2
#48 CCCc1cc(=O)[nH]c(Nc2ccc(N3CCCCC3)cc2)n1

Assay by compound	41	42	43	44	45	46	47	48
PGC1a acetyl inh	nt	13	2	7	nt	-3	-2	nt
FN deposit inh	8	-3	2	-23	-5	21	nt	-8
EWS-Fli inh	-7	-1	-6	7	6	22	-4	nt
PAX8 inh HTS	-14	1	1	24	-2	13	-28	2
LGR2 inh	20	1	10	19	-15	-15	-33	nt
CASP6 VEID inh	1	-1	-1	0	-2	-1	-2	nt
Cneo AK release	nt	1	2	nt	5	0	0	1
miR-122 sensor	nt	-4	-2[16.7 µM]	nt	nt	16	6[16.7 µM]	10

#49 COc1ccc(NC(=O)C2CC(c3ccccc3O)=NO2)cc1OC (configuration not stated)
#50 CC(=O)C1C(c2ccc(F)c(F)c2)NC(=O)NC1(O)C(F)(F)F (configuration not stated)
#51 COc1ccc(-c2cnnn2-c2ccc([N+](=O)[O-])cc2)cc1
#52 Cn1c(N)c(C(=O)COC(=O)CCC(=O)c2ccc(F)cc2)c(=O)n(C)c1=O
#53 Cc1ccc(C(=O)NCC(=O)OCc2c(F)cccc2Cl)s1
#54 CCCC(=O)n1nc(NCc2ccc(OC)cc2)nc1NCc1ccc(OC)cc1
#55 COc1cccc(NC(=O)C2CCCN(S(=O)(=O)c3cccc4cccnc34)C2)c1 (configuration not stated)
#56 Cc1ccc(S(=O)(=O)Oc2ccc(/C=N/NC(=O)c3nn(C)cc3[N+](=O)[O-])cc2)cc1

Assay by compound	49	50	51	52	53	54	55	56
PGC1a acetyl inh	-2	1	-4	-2	nt	11	4	-6
FN deposit inh	5	1	3	6	1	0	-4	1
EWS-Fli inh	-7	nt	-10	1	-35	2	1	-5
PAX8 inh HTS	8	nt	-16	-22	-59	6	16	-13
LGR2 inh	-17	17	-3	3	-63	3	-7	nt
CASP6 VEID inh	0	nt	4	2	3	-2	-1	-2
Cneo AK release	-4	-1	-2	0	0	nt	2	nt
miR-122 sensor	1	-1	-5	-1	nt	-5	0	-10

Screens (PubChem BioAssay)
